FEN1 inhibitor: blocks human flap endonuclease 1; Potency, µM (doses to about 114 µM), inactives show top-dose activity change, negative = inhibition, usual class: inhibitors; 390,000 tested, 0.35% active; Recombinant FEN1 flap cleavage, fluorescence, 15 min; P39748; note: nearly all actives have a fitted effect of over 65% in size
Target sequence (P39748 whole entry, looked up): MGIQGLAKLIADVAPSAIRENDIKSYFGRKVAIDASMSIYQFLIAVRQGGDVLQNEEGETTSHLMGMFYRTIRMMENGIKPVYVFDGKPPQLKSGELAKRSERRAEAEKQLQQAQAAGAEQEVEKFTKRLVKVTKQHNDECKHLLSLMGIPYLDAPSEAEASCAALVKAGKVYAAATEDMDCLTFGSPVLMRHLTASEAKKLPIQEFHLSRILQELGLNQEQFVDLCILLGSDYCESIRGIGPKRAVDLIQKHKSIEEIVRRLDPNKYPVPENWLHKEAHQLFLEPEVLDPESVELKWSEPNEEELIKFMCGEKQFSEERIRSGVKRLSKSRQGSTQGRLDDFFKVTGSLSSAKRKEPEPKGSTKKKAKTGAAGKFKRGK
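With each library titrated from low to high concentration, compounds met 10 nM FEN1 for 15 min at room temperature before 50 nM substrate was added; readings at 0 and 15 min fed four-parameter Hill curve fits.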
TDP1 cell CPT: DT40-hTDP1 cell growth loss with CPT; chicken DT40 Tdp1-/-;hTDP1 cells + 20 nM CPT, ATP luminescence, 48 h; Potency, µM (highest dose often 46.2 µM), for inactives: at the top dose activity change, negative = growth inhibition, most hits filed as inhibitors; 420,000 tested, 12% active; note: nearly all actives have a fitted effect of over 55% in size
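Cell growth measured by CellTiter-Glo luminescence after a minimum 48 h, 37 C compound exposure with 20 nM CPT in Tdp1-knockout DT40 cells stably expressing hTDP1, seeded 400/well; qHTS titration format.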
KAT2A inh: GCN5L2 (KAT2A) acetyltransferase inhibition; GCN5L2 HAT assay, ThioGlo1 CoA-SH fluorescence; Potency, µM (top dose mostly 58.9 µM), inactives show at the highest dose activity change, negative = inhibition, actives largely listed as inhibitors; 390,000 tested, 0.21% active; AID 504327
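Fluorescence readout, Ex340nm/Em540nm: ThioGlo1 (50uM final) reacts with free CoA thiol released as 20nM GCN5L2 acetylates H3(1-25) peptide (75uM) using acetyl-CoA (70uM). Compound and enzyme sat 15 min beforehand; 20 min room-temperature reaction.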
* = called active by the depositor; ? = inconclusive; nt = no result given; & = joins results of further samples; [ ] = another dose, or the depositor's remark. Calls come from the whole dose curve; as a rule, active = well fitted curve in the direction sought with a large enough effect; inconclusive = small, poorly fitted or top-dose-only effect, or another doubt; inactive = no such curve, though single readings can be large; an effect the other way counts as inactive or inconclusive. % is set by controls: 0 for no effect and ±100 for the full control effect; potency is the fitted concentration of half-maximal effect. Not all compounds are listed (hit frequency here may not be typical).

SMILES	FEN1 inhibitor	TDP1 cell CPT	KAT2A inh
COc1ccc(CNC(=O)CN(C)S(=O)(=O)c2ccccc2)cc1	-3%	-21%	-1%
O=C(c1ccc(Cl)cc1)c1cnc2ccccn12	-7%	-25%	-6%
Cc1cc(-n2c(C)cc(C(=O)COc3ccc([N+](=O)[O-])cc3)c2C)no1	5%	?	-10%
CC(C)Oc1ccc(Oc2ccc(C(F)(F)F)cn2)cc1	-9%	-7%	4%
COc1ccc(NC(=O)[C@H](C)NC(=O)[C@@H]2Cc3ccccc3CN2C(=O)OC(C)(C)C)cc1	18%	-11%	4%
O=C(COC(=O)Cc1cccc(C(F)(F)F)c1)NC(=O)NC1CCCC1	-8%	-27%	-4%
Cc1cc(S(=O)(=O)NC2CCCCC2)ccc1-n1cnnn1	2%	-1%	-5%
Cc1nn(-c2ccccc2)c(C)c1-c1nnc(C(F)(F)F)o1	-8%	-13%	-6%
COc1ccc2c(c1OC)OCC(c1ccc(OC)c(OC)c1OC)C2 (stereo unspecified)	nt	6%	-2%
Cc1nnsc1-c1nnc(SCC(=O)c2ccc(C#N)cc2)n1C1CC1	2%	1%	-3%
CNC(=S)/N=C/NOCc1ccc(Cl)cc1Cl	-16%	?	-11%
Cc1ccc2nc(SCC(=O)N(CC(C)C)c3c(N)n(Cc4ccccc4)c(=O)[nH]c3=O)[nH]c2c1	-23%	?	-1%
COc1ccc(CCNC(=O)c2ccccc2OCc2ccccc2)cc1	-19%	?	-8%
CC1CCN(C(=S)NC2CCCCC2)CC1	-4%	?	-13%
CN1c2c(nc(N)[nH]c2=O)NCC1CNc1ccc(C(=O)NC(CCC(=O)O)C(=O)O)cc1 (stereo unspecified)	-18%	5%&-9%	0%
O=C(CSc1nc(-c2ccccc2)nc2c1CCCC2)N1CCOCC1	-9%	?	3%
COc1ccc(CCNC(=O)c2cc(C3CC3)on2)cc1OC	0%	-20%	-3%
CCN(CC)c1cccc(OC(=O)c2cccnc2Cl)c1	1%	4%	-3%
Cc1cc2n(n1)CCCN2C(=O)Nc1ccccc1C(F)(F)F	-3%	-20%	1%
CN(Cc1c(F)cccc1Cl)C(=O)C1=CC=CN2CCS(=O)(=O)N=C12	25%	-16%	3%

Quoted at random: two records from the list.
SMILES	FEN1 inhibitor	TDP1 cell CPT	KAT2A inh
CN1c2c(nc(N)[nH]c2=O)NCC1CNc1ccc(C(=O)NC(CCC(=O)O)C(=O)O)cc1 (stereo unspecified)	-18%	5%&-9%	0%
COc1ccc(CCNC(=O)c2ccccc2OCc2ccccc2)cc1	-19%	?	-8%

(cont.)
SMILES	FEN1 inhibitor	TDP1 cell CPT	KAT2A inh
COc1ccc(OCC(=O)Nc2ccc(N3CCOCC3)cc2)cc1	-9%	-16%	-1%
COc1ccccc1CNC(=O)c1c(O)nc2c(C)cccn2c1=O	-5%	-13%	0%
COc1ccc(-c2cc(C(F)(F)F)nc(SCC(=O)NCCCN3CCOCC3)n2)cc1	14%	-11%	2%
CCN(C(=O)COC(=O)C1CCN(S(=O)(=O)c2ccc(C)c(C)c2)CC1)C1CCCCC1	-19%	-1%	-3%
COC(=O)c1cc(NC(=O)c2cc(-c3ccccc3Cl)oc2C(F)(F)F)ccc1N1CCOCC1	-22%	?	-11%
Cn1c(=O)c2ncn(C)c2n(C)c1=O	3%	23%	nt
Cc1ccc(NC(=O)COC(=O)CCc2nc3ccccc3c(=O)[nH]2)c(Br)c1	17%	?	2%
CC1CCN(C(=O)c2ccc(NC3=C(Cl)C(=O)N(Cc4ccccc4)C3=O)cc2)CC1	0%	18µM*	-5%
CCCCCNC1=CC(=O)CC(c2ccccc2)C1 (stereo unspecified)	9%	?	-11%
CC(C)(C)c1ccc(NC(=O)COC(=O)c2ccccc2OCC(=O)Nc2ccc(Br)cc2)cc1	12%	16µM*	nt
C/C(=N\NC(=O)c1nnn(-c2nonc2N)c1-c1cccs1)c1ccc(C)cc1	19%	-11%	1%
CCOc1ccccc1C=NNC(=O)C(=O)NN=Cc1ccccc1OCC	0%	-25%	nt
COc1ccccc1OCc1ccc(C(=O)NN)o1	3%	15%	-1%
CCCNc1nc(Cl)nc(NCc2cccnc2)n1	-14%	-3%	-6%
CCc1cccc(NC(=O)C(Cc2ccccc2)NS(=O)(=O)c2ccc3c(c2)oc(=O)n3C)c1 (stereo unspecified)	18%	7%	-2%
CCOC(=O)c1c(SCC(=O)Nc2nc3ccc(C)cc3s2)nc(=O)[nH]c1C	-17%	0%	-1%
COc1ccc(C(=O)Nc2ccc3nc(N4CCCCC4)cc(C)c3c2)cc1OC	?	21µM*	-15%&3%
Cc1ccc(S(=O)(=O)N(C)CC(=O)OCC(=O)NC(c2ccccc2)c2ccccc2)cc1	-12%	1%	-6%
COc1ccc(N2CCN(C(c3cccc(OC)c3OC)c3nnnn3C3CCCC3)CC2)cc1 (stereo unspecified)	-6%	?	-33%
Cc1cccc(C(=O)NC2CC3CCCC(C2)N3S(=O)(=O)c2ccccc2)c1 (stereo unspecified)	-7%	13µM*	-7%
Cc1ccc(CNC(=O)c2cnn(-c3cccc(C)c3)c2C2CCN(C(=O)OC(C)(C)C)CC2)cc1	-18%	16µM*	-7%
O=C(CSc1nnc(-c2n[nH]c3ccccc23)n1-c1ccccc1)Nc1cccc(Cl)c1	-4%	?	2%
O=C(COCc1cc(-c2ccc(F)cc2)on1)Nc1cccc(Cl)c1Cl	-2%	?	2%
COc1ccc(NC(=O)CSc2nnc(C3CC3)n2C)cc1S(=O)(=O)N1CCOCC1	-22%	1%	-3%
COc1ccc(CCNC(=O)c2ccc(-c3ccc([N+](=O)[O-])cc3Cl)o2)cc1	4%	?	-4%
O=C(NC1CC1)C1=COCCO1	1%	4%	-6%[0.501 µM]
Cc1cc(=O)oc(C)c1C(=O)NCCc1ccccc1	7%	-7%	-6%
Cc1ccc(NC(=O)CC2Nc3ccccc3NC2=O)cc1Cl (stereo unspecified)	-18%	?	-3%
Cc1cccc(NC(=S)N(Cc2ccco2)C(C)c2cccs2)c1 (stereo unspecified)	-1%	29µM*	-6%
COc1ccc(-c2csc(NC(=O)CC(C)C)n2)cc1	-12%	-8%	-3%
Cc1onc(-c2ccccc2Cl)c1C(=O)NCc1cccs1	5%	-23%	4%
Cc1c(C)c2c(OCC(=O)N3CCC(C(=O)NCC(C)C)CC3)cc3c(c2oc1=O)CCC(C)(C)O3	18%	-21%	-8%
CCCN(Cc1ccco1)S(=O)(=O)c1ccc(OC)c(OC)c1	-4%	1%	-17%
Clc1ncnc2scc(C3COc4ccccc4O3)c12 (stereo unspecified)	6%	?	0%
Nc1ccc2c(c1)CCC2=O	-2%	-5%	nt
CCn1ncc(/C=N\NC(=O)c2csc3ccccc23)c1C	-4%	2.6µM*	-12%
COc1ccc(CC(=O)Oc2cc(C)[nH]c(=O)c2[N+](=O)[O-])cc1	-1%	-13%	-4%
CC(C)(C)C(=O)Nc1cccc(-c2ccc[nH]2)n1	3%	?	nt
Cc1ccc(NC(=O)c2cc(NC(=O)c3ccccc3C(=O)O)ccc2N2CCCCC2)cc1	3%	10%	-6%
CCC(C)Nc1ncnc2c1cnn2Cc1ccc(Cl)cc1 (stereo unspecified)	14%	?	-11%
Cc1nc2ccccc2c(=O)n1NC(=O)c1ccc([N+](=O)[O-])cc1Cl	3%	4%	-5%
O=C(NC1CCN(Cc2ccccc2)CC1)c1ccc(Cl)cc1Cl	-14%	2%	3%
CNS(=O)(=O)c1cn(CC(=O)N2CCN(c3ccc(OC)cc3)CC2)cc1S(=O)(=O)NC	-5%	-21%	-15%
CC1CCN(C(=S)c2cn(Cc3ccc(F)cc3)c3ccccc23)CC1	-23%	?	2%
CC(=O)NS(=O)(=O)c1ccc(NC(=O)c2cccc(OCc3c(C)noc3C)c2)cc1	-4%	2%	0%
CCc1nc2c(n1O)CCc1nonc1-2	5%	-19%	-5%
C/C(=N\NC(=O)c1ccn(C)n1)c1ccc(NC(=O)c2cccc(F)c2)cc1	-12%	?	-11%
Cc1ccccc1CC1C(=O)Nc2ccc(Br)cc21 (stereo unspecified)	?	-27%	-13%
CC1CCCC(C)N1/N=C/c1cccc(Br)c1 (stereo unspecified)	4%	-15%	-25%
O=C(O)CCn1c(SCCOc2ccccc2)nc2ccccc21	-6%	7%	?
Additional entries follow:
SMILES	FEN1 inhibitor	TDP1 cell CPT	KAT2A inh
COc1cc(C2=NOC(C(=O)Nc3ccc4c(c3)OCO4)C2)cc(OC)c1OC (stereo unspecified)	7%	?	-20%
Cc1nc2ccc(S(=O)(=O)N(C)CC(=O)Nc3cccc(C(F)(F)F)c3)cc2s1	-5%	?	-4%
CCCn1c(SCC(=O)N2c3ccccc3Sc3ccccc32)nc2ccccc21	-10%	-26%	-7%
O=C(O)c1ccc(Cl)c(S(=O)(=O)NCc2ccco2)c1	-2%	-4%	-3%
CCOC(=O)c1nc2ccccc2c(C)c1C	4%	-1%	9%
CCC(=O)N(CCC(c1ccccc1)c1ccc2c(c1)OCO2)Cc1ccc(OC(C)C)cc1 (stereo unspecified)	-24%	?	-10%
Cc1nc(-c2ccc(NC(=O)c3ccco3)cc2)cs1	1%	13µM*	-11%
Cn1cc(CN2CCCC(C(=O)c3nccn3C)C2)c(-c2cccc(Cl)c2)n1 (stereo unspecified)	3%	22%	0%
COc1ccc(N2C(=O)CSCC2=O)cc1OC	-12%	5%	-6%
CC1CCN(S(=O)(=O)c2cn(CC(=O)Nc3ccc(F)c(Cl)c3)c(=O)c3ccccc23)CC1	-2%	23µM*	-16%

Of the compounds above, 9 have an aryl thioether with sulfur outside any ring.
SMILES	FEN1 inhibitor	TDP1 cell CPT	KAT2A inh
Cc1nnsc1-c1nnc(SCC(=O)c2ccc(C#N)cc2)n1C1CC1	2%	1%	-3%
Cc1ccc2nc(SCC(=O)N(CC(C)C)c3c(N)n(Cc4ccccc4)c(=O)[nH]c3=O)[nH]c2c1	-23%	?	-1%
O=C(CSc1nc(-c2ccccc2)nc2c1CCCC2)N1CCOCC1	-9%	?	3%
COc1ccc(-c2cc(C(F)(F)F)nc(SCC(=O)NCCCN3CCOCC3)n2)cc1	14%	-11%	2%
CCOC(=O)c1c(SCC(=O)Nc2nc3ccc(C)cc3s2)nc(=O)[nH]c1C	-17%	0%	-1%
O=C(CSc1nnc(-c2n[nH]c3ccccc23)n1-c1ccccc1)Nc1cccc(Cl)c1	-4%	?	2%
COc1ccc(NC(=O)CSc2nnc(C3CC3)n2C)cc1S(=O)(=O)N1CCOCC1	-22%	1%	-3%
O=C(O)CCn1c(SCCOc2ccccc2)nc2ccccc21	-6%	7%	?
CCCn1c(SCC(=O)N2c3ccccc3Sc3ccccc32)nc2ccccc21	-10%	-26%	-7%

Later entries.
SMILES	FEN1 inhibitor	TDP1 cell CPT	KAT2A inh
Cc1nc2ccc(S(=O)(=O)CCC(=O)Nc3ccc(C(C)C)cc3)cc2s1	-6%	?	-2%
CCN(C(=O)c1cc2c(Cl)nc3ccccc3c2s1)c1cccc(Cl)c1	-9%	-6%	-2%
O=C(COC(=O)CC12CC3CC(CC(C3)C1)C2)Nc1cccnc1Cl	12%	?	0%
CC(C)CNC(=O)COc1ncnc2sccc12	19%	-9%	0%
O=C(Nc1ccccc1)c1cn2ccccc2n1	-9%	?	-3%
C=CCn1c(SCc2c(F)c(F)c(F)c(F)c2F)nc(O)cc1=O	-16%	18%	-13%
O=C(NCc1ccon1)c1ccc(OC2CCN(CCc3ccccc3)CC2)cc1	1%	6%	-1%
CC(=O)Nc1nc2ccccc2n1CCN(C)C	-3%	-2%	-4%
COC(=O)CN(c1ccc(OCc2ccccc2)cc1)S(C)(=O)=O	-3%	-21%	-10%
COc1cccc(-n2nnc3c(=O)n(Cc4ccc(Cl)cc4)cnc32)c1	8%	?	0%
CCOc1ncccc1C(=O)N(C)CC1COc2ccccc2O1 (stereo unspecified)	13%	?	-9%
O=C(c1ccncc1)c1ccc([N+](=O)[O-])cc1	-2%	-28%	0%
O=C(NCCCN1CCN(c2ccccc2)CC1)c1cc2c(s1)-c1ccccc1OC2	?	?	?
O=c1[nH]cnc2c1C1(CCCC1)Cc1ccccc1-2	-5%	-7%	-2%
CCCCS(=O)(=O)Nc1ccc(Cc2ccncc2)cc1	4%	-28%	-19%
CC1CCCCC1NC(=O)COCc1cc(-c2cccs2)on1 (stereo unspecified)	-3%	?	-6%
COc1ccccc1N(CC(=O)NCc1ccc2c(c1)OCO2)C(=O)CCC(=O)Nc1nccs1	4%	6%	-4%
CCOc1cc(/C=C2\SC(=N)N(c3nccs3)C2=O)ccc1OCCN1CCOCC1	-24%	16µM*	-10%
Cc1ccccc1OCC(=O)Nc1ccc2oc(=O)ccc2c1	1%	-17%	-5%
COc1ccc(NC(=O)Cn2nc([N+](=O)[O-])c(Cl)c2C)cc1OC	-12%	-7%	-2%
O=S(=O)(Nc1ccncc1)c1ccc(Cl)cc1	11%	-18%	-2%
C=CCn1c(SCC(=O)NCc2ccc3c(c2)OCO3)nc2scc(-c3ccc(F)cc3)c2c1=O	-2%	?	-1%

Source: PubChem (National Center for Advancing Translational Sciences (NCATS))
